NCI-60 one-dose screen, 48 h, at 10 µM unless noted. Numbers give growth in % (100 = growth as untreated, 0 = no growth, -100 = all killed).
KM12 – KM12 colon cancer cells. AID 1794800. 5% of 82,000 active
IGROV1 – IGROV1 ovarian cancer | 4.7% of 79,000 active | AID 1794786
SK-OV-3 – SK-OV-3 ovarian cancer cells; 3.2% of 80,000 active
HCT-15 – HCT-15 colon cancer; 5.2% of 82,000 active; AID 1794746
OVCAR-4 – OVCAR-4 ovarian cancer cells | 3.7% of 80,000 active | AID 1794784
SW-620 – SW-620 colon cancer | 5.2% of 82,000 active
HCT-116 – HCT-116 colon cancer; 7.3% of 82,000 active; AID 1794798
HT29 – HT29 colon cancer; AID 1794748; 7.4% of 81,000 active
COLO 205 – COLO 205 colon cancer; 7.3% of 79,000 active
Active calls of the source: *; . = no result given. The calls were made as follows: active = growth percent below 10; inactive = the rest.

SMILES | KM12 | IGROV1 | SK-OV-3 | HCT-15 | OVCAR-4 | SW-620 | HCT-116 | HT29 | COLO 205
CS(=O)(=O)c1ccc(-n2cc(/C=N/O)c(-c3ccc([N+](=O)[O-])cc3)n2)cc1 | 98 | 105 | 115 | 104 | 99 | 112 | 108 | 104 | 121
O=C(Nc1cccc2[nH]c(C(F)(F)F)nc12)c1ccco1 | 100 | 102 | 92 | 94 | 99 | 97 | 97 | 101 | 96
Cc1cc(N=Nc2ccccc2)c(N)cc1N | 93 | 82 | 100 | 87 | 83 | 106 | 96 | 111 | 109
CCCCc1nc(Cl)c(C2CC(c3ccc(Cl)cc3)=NN2c2ccc(Cl)cc2)[nH]1 (stereo not given) | 96 | 103 | 99 | 98 | 100 | 102 | 93 | 96 | 107
CCCCCn1c(=O)c2c(nc(NCCc3ccc(O)c(O)c3)n2C)n(C)c1=O | 92 | 79 | 100 | 74 | 68 | 90 | 94 | 106 | 90
O=C1NC(=S)N/C1=C\c1ccco1 | 116 | 92 | 101 | 110 | 111 | 112 | 107 | . | 100
CC(C)C1=C[C@@]23CC[C@H]4C(C)(COC(=O)c5ccco5)CCC[C@]4(C)[C@H]2C[C@@H]1[C@@H]1[C@H]3[C@@H](OC(=O)c2ccco2)CC[C@@H]1OC(=O)c1ccco1 (stereo not given in full) | 102 | 113 | 108 | 106 | 102 | 109 | 111 | 116 | 114
O=[N+]([O-])c1ccc(F)cc1 | 93 | 99 | 104 | . | 107 | 97 | 104 | 108 | 110
N#Cc1c(-c2ccc(Cl)cc2)nc(NN=Cc2ccco2)nc1N1CCOCC1 | 95 | 26 | 49 | 80 | 66 | 82 | 76 | 87 | 75
Cn1cc(-c2nc(-c3ccsc3)cs2)c2cccnc21 | 96 | 81 | 88 | 96 | 99 | 102 | 91 | 81 | 99
COc1ccc2cc(-c3nc(C)c(C(C)=O)c(-c4ccc(C)cc4)n3)ccc2c1 | 92 | 101 | 98 | 88 | 92 | 91 | 86 | 82 | 102
Oc1c2c(n3cccc13)=c1c(Cl)cccc1=N2 | 112 | 110 | 111 | 103 | . | 113 | 110 | 96 | 128
OCc1cnccc1NCCCOc1ccccc1 | 106 | 110 | 114 | 105 | 102 | 98 | 100 | 102 | 123
CC1CCCc2c1nc(NC(=S)NC(=O)c1ccccc1)c(C#N)c2-c1ccc(Cl)cc1 (stereo not given) | 107 | 68 | 80 | 89 | 80 | 100 | 80 | 101 | 118
CN(C)c1ccc(C2C(C#N)=C(N)Oc3ccc4ccccc4c32)cc1 (stereo not given) | 99 | 57 | 82 | 86 | 79 | 96 | 92 | 108 | 100
COc1ccc(Cc2nn(CC(=O)N/N=C/c3ccccc3)c(=O)c3c(C)noc23)cc1 | 108 | 106 | 111 | 103 | 105 | 103 | 107 | 112 | 108
COc1ccc(Nc2csc(-c3ccccn3)n2)cc1 | 97 | 95 | 108 | 92 | 103 | 96 | 97 | 104 | 117
CN(C)CCNc1cc2sc(NC(=O)c3ccccc3)nc2cn1 | 95 | 101 | 99 | 98 | 85 | 82 | 74 | 71 | 84
CC(=O)Nc1nnc2c3ccccc3n(C(C)=O)c2n1 | 105 | 110 | 113 | 102 | 105 | 100 | 96 | 110 | 110
C=CCN(C)S(=O)(=O)/N=C1\NC(=O)NC1=C(Cl)Cl | 7.2* | -37* | 104 | -77* | 89 | -62* | 1.5* | 5.9* | -41*

The list goes on, overlapping the part above by 2 compounds.
SMILES | KM12 | IGROV1 | SK-OV-3 | HCT-15 | OVCAR-4 | SW-620 | HCT-116 | HT29 | COLO 205
CC(=O)Nc1nnc2c3ccccc3n(C(C)=O)c2n1 | 105 | 110 | 113 | 102 | 105 | 100 | 96 | 110 | 110
C=CCN(C)S(=O)(=O)/N=C1\NC(=O)NC1=C(Cl)Cl | 7.2* | -37* | 104 | -77* | 89 | -62* | 1.5* | 5.9* | -41*
O=C1c2ccccc2C(=O)c2c1oc1ccc3ccccc3c21 | 62 | 80 | 114 | 65 | 34 | 92 | 62 | 106 | 107
Cn1c2c(c3ccccc31)CCN1C(=O)Nc3ccccc3C21 (stereo not given) | 97 | 102 | 95 | 107 | 100 | 108 | 98 | 95 | 98
CCOc1ccc(-n2nc(C(=O)Nc3cc(OC)c(OC)c(OC)c3)nc2-c2cc(OC)c(OC)c(OC)c2)cc1 | 82 | 91 | 100 | 82 | 68 | 95 | 76 | 85 | 80
COc1cc(-c2noc([C@H](C)NS(=O)(=O)c3ccc(C)cc3)n2)cc(OC)c1OC | 102 | 97 | 108 | 102 | 105 | 95 | 100 | 102 | 112
CCCC(=O)Oc1ccc(/C(=C(\C)c2ccccc2)c2ccc(OCCN(CC)CC)cc2)cc1 | 80 | 91 | 92 | 50 | 87 | 84 | 48 | 5.7* | 51
CCCCCCCC(CC(=O)O)OC(=O)CC(CCCCCCC)OC1OC(C)C(O)C(O)C1OC1OC(C)C(O)C(O)C1O (stereo not given) | 145 | . | 122 | 163 | . | 111 | 266 | 132 | 112
COc1ccc(CN2[C@@H](C(=O)NCc3ccc(C(=O)NO)cc3)Cc3c([nH]c4ccccc34)[C@@H]2C2CC2)cc1 | 20 | 18 | -25* | 20 | 36 | -21* | 13 | 11 | -40*
N#Cc1cccc(-c2cc(=O)c3cc(O)c(F)cc3[nH]2)c1 | 103 | 99 | 98 | 102 | 101 | 100 | 104 | 109 | 106
Cc1nc(Nc2ccc(Cl)cc2)c2ccccc2n1 | 111 | 92 | 103 | 101 | 114 | 103 | 116 | 108 | 104
COC(=O)C(Br)C(OC)c1ccc(OC)c(OC)c1 (stereo not given) | 105 | 109 | 101 | 107 | 108 | 107 | 99 | 109 | 109
Brc1cccc(-n2ncc3c(Nc4ccc(-c5nnc(-c6ccccc6)o5)cc4)ncnc32)c1 | 102 | 112 | 110 | 101 | 107 | 99 | 95 | 106 | 107
CN(C)CCCN(c1nc(C(Cl)(Cl)Cl)ns1)c1nc(C(Cl)(Cl)Cl)ns1 | 18 | 37 | 87 | 41 | . | 35 | 21 | 0.2* | 10
CCOC(=O)c1cccc(N2C(=O)/C(=C/N3N=C(c4ccccc4)CC3c3ccc(N(C)C)cc3)SC2=S)c1 (stereo not given) | 43 | 72 | 94 | 72 | 38 | 78 | 53 | 68 | 73
C=C1SC(=Nc2c(C)cccc2Cl)N(C(=O)c2sc3ccccc3c2Cl)C12CCCCC2 | 93 | 277 | 92 | 87 | 67 | 92 | 53 | 57 | 110
COc1ccccc1C1OCC(C)(C)CO1 | 114 | 115 | 116 | 106 | 113 | 110 | 110 | 110 | 111
CCOc1ccc(Cl)cc1N | 101 | 103 | 95 | 97 | 101 | 102 | 104 | 109 | 102
O=[N+]([O-])c1c(I)cc(O)cc1I | 100 | 109 | 90 | 104 | 116 | 99 | 92 | 101 | 119
C/C=C(\C)C(=O)N[C@H]1[C@@H](OC(C)=O)C[C@]2(C)C3CC[C@@]4(C)C(CC[C@@H]4C(C)N(C)C)C3CCC2[C@H]1O (stereo not given in full) | 46 | 66 | 94 | 2.9* | 15 | 64 | 31 | 11 | 76
CC[C@]12C=CCN3CC[C@]4(C(=C(C(=O)OC)C1)Nc1cc(OC)c([C@@H]5[C@H]6O[C@H]6[C@@]6(CC)CC(C(=O)OC)=C7Nc8cc(OC)ccc8[C@@]78CCN5[C@@H]68)cc14)[C@@H]32 | 50 | 64 | 116 | 25 | 60 | 50 | 20 | 59 | 58
Oc1ccccc1-c1nnc(CNc2ccc(F)c(Cl)c2)o1 | 70 | 76 | 90 | 97 | 76 | 101 | 89 | 83 | 105
COc1cc(CNC(=O)CCCC/C=C/C(C)C)ccc1C(=O)NN | 101 | 100 | 110 | 98 | 105 | 99 | 107 | 102 | 104
Cc1ccc(NC(=O)/C=C/c2ccc(OCCCOc3ccc4c(C)cc(=O)oc4c3)cc2)cc1 | 85 | 73 | 80 | 85 | 20 | 83 | 79 | 71 | 82
Cn1cnc2c1c(=O)n(CC(=O)Nc1ccccc1)c(=O)n2C | 105 | 104 | 90 | 105 | 111 | 98 | 91 | 91 | 102
Nc1cc(-c2ccccc2)nn1-c1cc(-c2ccccc2)no1 | 111 | 119 | 110 | 91 | 73 | 116 | 80 | 91 | 130
O=C(Nc1cccc2ccccc12)NC1CC1 | 115 | 122 | 97 | 112 | 102 | 105 | 103 | 114 | 107
CSc1ccc(C2C(C#N)=C(N)N(c3ccc(OC(F)(F)F)cc3)C3=C2C(=O)CC(C)(C)C3)cc1 (stereo not given) | 106 | 96 | 86 | 98 | 90 | 103 | 95 | 80 | 97
NNC(=O)N/N=C1\C(=O)N(c2nccs2)C(=O)C(=O)C1c1nc2ccccc2s1 (stereo not given) | 100 | 93 | 103 | 116 | 105 | 96 | 89 | 94 | 99
Nc1cc(-c2ccccc2)nn1-c1nc(-c2ccc(F)cc2)cs1 | 96 | 80 | 83 | 100 | 110 | 98 | 84 | 86 | 104
O=C1/C(=C/c2ccccc2[N+](=O)[O-])Oc2ccc(O)c(O)c21 | 38 | 49 | 93 | 19 | 48 | 29 | 22 | 32 | 58
CCOc1ccccc1NC(=O)N/C(N)=N/c1nc2ccccc2s1 | -0.5* | 23 | 9.2* | 2.5* | 34 | 25 | -5.6* | -49* | -78*
c1nc2c3c(n1)ncn3CCS2 | 108 | 111 | 102 | 104 | 100 | 101 | 105 | 101 | 113
Cc1cc(C)c2[nH]c(O)c(N=NC(=O)Cc3c[nH]c4ccccc34)c2c1 | 73 | 72 | . | 92 | 103 | 93 | 63 | 60 | 100
COc1ccc2c(c1OC)C(=O)O[C@@H]2[C@H]1c2c(c(C#CC#Cc3ccc(OC(F)(F)F)cc3)c3c(c2OC)OCO3)CCN1C | 42 | 29 | 58 | 39 | 63 | 35 | 11 | 19 | 50
O=C(Cc1c(-c2ccccc2[N+](=O)[O-])n(-c2ncnc3c2c(-c2ccccc2)cn3-c2ccc(Cl)c(Cl)c2)[nH]c1=O)c1ccc(Cl)c(Cl)c1 | 96 | 62 | 83 | 90 | 95 | 102 | 86 | 99 | 119
Nc1nc(N)c(N=O)c(N)n1 | 106 | 110 | 111 | 105 | 114 | 99 | 102 | 109 | 109
Cc1cc(N2CCC(N3CCCC3)CC2)nc(/N=C(\N)Nc2ccc(Cl)c(Cl)c2)n1 | 9.9* | 12 | 88 | -13* | -13* | -56* | -93* | -45* | -82*
N#Cc1c(N)nc(-c2ncccn2)nc1-c1c[nH]c2ccccc12 | 85 | 87 | 88 | 100 | 106 | 100 | 96 | 98 | 111
NS(=O)(=O)c1ccc(NC(=O)CSc2ccc(-c3ccc(F)cc3)nn2)cc1 | 98 | 116 | 122 | 108 | 105 | 129 | 119 | 139 | 147
COC(=O)[C@@]1(O)C=Cc2nc3cnccc3c(=O)n21 | 100 | 93 | 85 | 99 | 110 | 100 | 101 | 98 | 108
NC(=S)N/N=C/c1ccc(Cl)cc1 | 113 | 107 | 118 | 103 | 97 | 113 | 100 | 108 | 131

Given with each value named: entries from further up.
> CCOc1ccccc1NC(=O)N/C(N)=N/c1nc2ccccc2s1
  KM12: -0.5* | IGROV1: 23 | SK-OV-3: 9.2* | HCT-15: 2.5* | OVCAR-4: 34 | SW-620: 25 | HCT-116: -5.6* | HT29: -49* | COLO 205: -78*
> c1nc2c3c(n1)ncn3CCS2
  KM12: 108 | IGROV1: 111 | SK-OV-3: 102 | HCT-15: 104 | OVCAR-4: 100 | SW-620: 101 | HCT-116: 105 | HT29: 101 | COLO 205: 113
> Cc1cc(C)c2[nH]c(O)c(N=NC(=O)Cc3c[nH]c4ccccc34)c2c1
  KM12: 73 | IGROV1: 72 | SK-OV-3: . | HCT-15: 92 | OVCAR-4: 103 | SW-620: 93 | HCT-116: 63 | HT29: 60 | COLO 205: 100
> COc1ccc2c(c1OC)C(=O)O[C@@H]2[C@H]1c2c(c(C#CC#Cc3ccc(OC(F)(F)F)cc3)c3c(c2OC)OCO3)CCN1C
  KM12: 42 | IGROV1: 29 | SK-OV-3: 58 | HCT-15: 39 | OVCAR-4: 63 | SW-620: 35 | HCT-116: 11 | HT29: 19 | COLO 205: 50

(cont.)
SMILES | KM12 | IGROV1 | SK-OV-3 | HCT-15 | OVCAR-4 | SW-620 | HCT-116 | HT29 | COLO 205
COc1cccc(-c2nn(C(C)(C)C)cc2-c2ccnc(NCCCNS(=O)(=O)c3cccc4ccccc34)c2)c1 | 100 | 110 | 110 | 108 | 101 | 106 | 99 | 103 | 115
C#CC/C(C(=O)OC)=C1\CC[C@@H](C)O1 | 113 | 104 | 106 | 111 | 113 | 116 | 107 | 100 | 114
CCN1CCN(C(=O)[C@]23CC[C@@H](C)[C@H](C)[C@@H]2C2=CC[C@@H]4[C@@]5(C)C/C(=C/c6cccnc6)C(=O)C(C)(C)[C@@H]5CC[C@@]4(C)[C@]2(C)CC3)CC1 | 18 | 51 | 54 | 15 | 27 | 13 | 10 | 12 | 12
CNC(=O)SCc1ccc(Cl)cc1 | 110 | 118 | 106 | 105 | 96 | 104 | 98 | 113 | 95
O=C(/C=C/c1ccccc1)Nc1cccc(-c2nc3ccccc3c(=O)[nH]2)c1 | 96 | 95 | 88 | 87 | 105 | 77 | 88 | 93 | 99
O=C1CC(=NCC(=O)n2c(-c3ccccc3)nc3ccccc32)NN1 | 101 | 77 | 85 | 99 | 97 | 100 | 95 | 108 | 111
O=c1c2ccccc2nc(COc2ccccc2)n1/N=C/c1ccccc1Cl | 101 | 99 | 109 | 102 | 105 | 107 | 100 | 111 | 141

Assay outcomes (PubChem)

Compounds as they come (roughly 12% active in at least one column).
